TEAD-YAP block – TEAD-YAP interaction inhibition, primary screen, TEAD-YAP interaction inhibitor project, luminescence, HEK-TIYL cells; TEAD-Gal4/YAP UAS-luciferase luminescence; inhibition, % at 9.12 µM; 1.4% of 640,000 active; in the data active = inhibition above about 32%;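 note: 0% = median of test compound wells and 100% = reference inhibitor wells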
MITF primary – MITF inhibitors, primary screen, biochemical, AlphaScreen, human | Microphthalmia-associated transcription factor (Homo sapiens), O75030 | AlphaScreen MITF homodimerization, bead proximity signal | inhibition, % at 2.6 µM | 0.91% of 650,000 active | AID 1259374, 2018; in the data active = inhibition above about 50%;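 note: 0% = vehicle wells with protein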
Target sequence (O75030 whole entry, looked up): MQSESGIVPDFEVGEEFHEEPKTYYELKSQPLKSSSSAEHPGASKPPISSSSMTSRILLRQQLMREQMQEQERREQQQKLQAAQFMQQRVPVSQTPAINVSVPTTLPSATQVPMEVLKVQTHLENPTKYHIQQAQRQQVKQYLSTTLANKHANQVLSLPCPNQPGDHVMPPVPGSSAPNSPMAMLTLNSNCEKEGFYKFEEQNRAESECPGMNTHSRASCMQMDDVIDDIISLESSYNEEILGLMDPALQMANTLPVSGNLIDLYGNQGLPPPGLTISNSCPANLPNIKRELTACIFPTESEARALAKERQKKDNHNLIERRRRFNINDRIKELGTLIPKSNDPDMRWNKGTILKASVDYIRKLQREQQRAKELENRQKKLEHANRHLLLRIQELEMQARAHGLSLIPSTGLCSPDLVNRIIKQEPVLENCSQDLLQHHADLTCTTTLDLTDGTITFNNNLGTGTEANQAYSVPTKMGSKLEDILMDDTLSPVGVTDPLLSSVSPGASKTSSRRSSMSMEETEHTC
GPR151 ag – activators of human GPR151, primary screen, cell-based, PathHunter beta-arrestin, luminescence. G-protein coupled receptor 151 (Homo sapiens), Q8TDV0. PathHunter beta-arrestin GPR151 cells. activation, % at 11.2 µM. 1% of 650,000 active. AID 1508602, 2020; in the data active = activation above about 4.9%;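 note: 0% = median of compound wells and 100% = cells with positive control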
Target sequence (Q8TDV0 whole entry, looked up): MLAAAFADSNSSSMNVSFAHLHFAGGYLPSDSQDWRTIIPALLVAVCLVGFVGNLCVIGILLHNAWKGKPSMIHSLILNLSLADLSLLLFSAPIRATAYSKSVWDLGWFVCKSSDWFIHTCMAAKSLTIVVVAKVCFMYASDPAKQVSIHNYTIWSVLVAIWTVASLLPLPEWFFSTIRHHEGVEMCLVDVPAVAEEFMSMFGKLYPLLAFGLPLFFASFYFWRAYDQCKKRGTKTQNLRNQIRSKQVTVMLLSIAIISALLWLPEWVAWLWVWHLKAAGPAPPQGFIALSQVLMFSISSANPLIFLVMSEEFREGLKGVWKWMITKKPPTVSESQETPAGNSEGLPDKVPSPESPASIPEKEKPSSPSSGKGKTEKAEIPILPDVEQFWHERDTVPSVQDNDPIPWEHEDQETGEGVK
FBW7 activator – FBW7 E3 ligase activators, primary screen, biochemical, AlphaScreen, human | F-box/WD repeat-containing protein 7 (Homo sapiens), Q969H0 | AlphaScreen FBW7–phospho-cyclin E peptide binding, activator screen | normalized activity (activation), % at 26.1 µM | 0.13% of 650,000 active | AID 1259310, 2017; in the data active = normalized activity above about 1.9%;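 note: purified mutant Fbw7 with reduced substrate affinity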
* marks the source's active call; other numbers are inactive results; / = no result given. Random draw from the library. Share with any hit: about 3.5%.

molecule,TEAD-YAP block,MITF primary,GPR151 ag,FBW7 activator
CSCCC(NC(=O)C(Cc1ccccc1)NC(=O)CNC(=O)CNC(=O)OC(C)(C)C)C(=O)O (configuration not stated),9.9,11.7,-0.2,-0.1
CC1=C(C(=O)OCCc2ccccc2)C(c2ccsc2)C2=C(CC(C)(C)CC2=O)N1 (configuration not stated),8.4,-4.3,-0.4,-0.1
CN(C)c1ccc(S(=O)(=O)NCC(=O)OCC(=O)c2ccc[nH]2)cc1[N+](=O)[O-],6.2,7.2,-0.7,0.1
Cc1cccc(NC(=O)CC2CSc3nc4c(cnn4-c4ccccc4)c(=O)n32)n1 (configuration not stated),7.1,9.8,0.4,0.0
COc1ccc(-c2oc3ncn(Cc4ccco4)c(=N)c3c2-c2ccc(OC)cc2)cc1,-7.8,-6.2,2.5,-0.3
CC(=O)Nc1ccc(NC(=O)CSc2nnnn2-c2cc(C)ccc2C)cc1,-6.0,-7.5,-0.4,0.6
O=C(CCCn1c(SCC(=O)Nc2cccc(C(F)(F)F)c2)nc2ccccc2c1=O)NCC1CCCO1 (configuration not stated),3.1,-8.1,0.4,-0.5
CC(C)n1c(-c2ccccc2Cl)n[nH]c1=S,0.6,-10.1,1.4,-0.1

The last two entries of the part before open the next one:
molecule,TEAD-YAP block,MITF primary,GPR151 ag,FBW7 activator
O=C(CCCn1c(SCC(=O)Nc2cccc(C(F)(F)F)c2)nc2ccccc2c1=O)NCC1CCCO1 (configuration not stated),3.1,-8.1,0.4,-0.5
CC(C)n1c(-c2ccccc2Cl)n[nH]c1=S,0.6,-10.1,1.4,-0.1
Cc1cc2c(c(=O)o1)C(c1ccccc1[N+](=O)[O-])C(C#N)=C(N)O2 (configuration not stated),-5.0,-4.0,-1.1,0.0
CC(=O)NCCNc1nc2c(c(=O)n(C)c(=O)n2C)n1CC(=O)Nc1ccccc1C,0.2,12.4,0.0,-0.1
O=C(Cn1ccc2ccccc21)NC1CCN(Cc2ccccc2)CC1,6.9,-9.8,-0.3,-0.2
CC(C)NC(=O)CCCn1c(=S)[nH]c2cc3c(cc2c1=O)OCO3,2.1,-2.8,-1.1,-0.1
CCCCC(=O)c1ccc(O)cc1,-6.1,-0.5,0.7,0.6
COc1ccc(CNC(=O)[C@H]2C[C@@H](c3ccco3)NS(=O)(=O)N2C)cc1,4.1,-14.8,-1.1,-0.1
CCCCCOC(=O)c1cc(-c2ccc(OC)cc2)nc2ccc(Cl)cc12,1.0,9.8,0.4,0.0
COc1ccc(C(=O)NCC#N)cc1OC,-5.0,9.3,-0.8,-0.1
CC(=O)Nc1ccc(Nc2nc(Nc3ccc(N4CCOCC4)cc3)nc3c2ncn3-c2ccsc2)cc1,38.0*,19.3,-0.6,-0.1
Nc1nc(SCC(=O)Nc2ccc(F)cc2)n[nH]1,12.1,-0.6,0.8,-0.1
Cc1ncn(-c2ccc(Nc3ncc4ccnc(-c5cnn(C)c5)c4n3)cc2)n1,6.8,-0.1,0.3,-0.4
CC(C)[C@@H](CO)n1c(=O)[nH]c2ncc(-c3cccnc3)nc21,-6.9,5.7,0.3,-0.3
CCCCOc1ccc(N2C(=O)C3C4c5ccccc5C([N+](=O)[O-])(c5ccccc54)C3C2=O)cc1 (configuration not stated),9.3,1.4,0.9,0.0
Cn1c(=O)c2c(nc(CN3CCN(CCO)CC3)n2CC(N)=O)n(C)c1=O,6.0,-12.3,0.4,0.1
CC(=O)Nc1ccc(S(=O)(=O)N2CCC(N(C)CCC(C)C)CC2)cc1,0.6,2.8,0.1,0.1
CCC(C)NC(=O)CN(c1cccc([N+](=O)[O-])c1)S(=O)(=O)c1ccccc1 (configuration not stated),4.8,3.4,1.7,-0.2
O=C(c1ccccc1Cl)N1CCN(CCN2C(=O)c3cccc4cccc(c34)C2=O)CC1,5.5,-4.6,1.6,-0.4
FC(F)(F)c1ccc(Nc2nc(NC3CC3)c3ncn(-c4ccccc4)c3n2)cc1,-8.0,15.6,-0.4,-0.1
CCCc1nc(SCC(=O)Nc2cccc(NC(C)=O)c2)c2ccccc2n1,-2.3,-6.2,1.5,0.1
COc1ccc(C(=O)N2CCN(S(=O)(=O)c3cc4c5c(c3)CCC(=O)N5CCC4)CC2)cc1,6.5,2.4,5.7*,-0.1
ClC1=NOC(COc2ccc(Cl)cc2)C1 (configuration not stated),20.9,-5.6,1.1,-0.1
CC(=O)C1=C(c2ccccc2)NC(=O)NC1c1ccccc1OCC(=O)Nc1ccccc1 (configuration not stated),-0.3,-1.7,1.2,-0.2
Cc1ccc(-c2csc(NC(=O)c3ccc(C#N)cc3)n2)cc1,4.2,20.1,-0.9,0.1
O=C(CN1C(=O)c2ccccc2C1=O)NC1=NCCS1,5.8,4.9,-0.7,0.1
COC(=O)C1=C(C)N(Cc2ccccc2)C(=O)NC1c1ccccc1Cl (configuration not stated),0.0,2.4,0.3,0.0
COc1ccc(N2CCN(C3CCCN(C(=O)CCSC)C3)CC2)cc1 (configuration not stated),1.9,-2.0,0.4,0.2
O=c1[nH]c(NC2CCN(S(=O)(=O)c3ccc4c(c3)OCCO4)CC2)nc2c1CCCC2,9.7,5.4,-0.6,-0.1
Cc1cc(C)n2nc(C(=O)Nc3cccc(C(F)(F)F)c3)nc2n1,-7.3,-6.1,-0.3,-0.1
Cc1ccnc(NS(=O)(=O)c2ccc(NC(=O)c3ccc(Cl)cc3Cl)cc2)n1,5.6,13.3,1.0,0.1
Cc1[nH]n(-c2cccc(Cl)c2)c(=O)c1C1CC(=O)N(c2ccccc2)C1=O (configuration not stated),10.7,6.3,0.5,0.0
CCOC(=O)c1c(NC(=O)Cn2nc([N+](=O)[O-])c(Br)c2C)sc(C)c1C,1.6,-14.2,0.8,-0.1
CCc1cccc(CC)c1NC(=O)CN1CCC(NC(=O)c2cccc(F)c2)CC1,11.7,-45.2,0.0,0.1
C#C[C@]1(O)CC[C@H]2[C@@H]3CCC4=C(CCC(=O)C4)[C@H]3CC[C@@]21C,/,11.7,-1.5,0.1
CCN(CC)c1nc(NCc2cccnc2)nc(NCc2ccc3c(c2)OCO3)n1,-12.7,3.3,1.4,-0.1
CC1CCc2c(sc3ncnc(SCC(=O)N4CCCCCC4)c23)C1 (configuration not stated),5.7,-0.2,-0.3,0.0
COc1ccc(O)c(/C=N\NC(=O)c2n[nH]c([N+](=O)[O-])n2)c1,4.2,52.6*,-1.4,-0.9
CCC(Cc1ccccc1)NC(=O)Cc1ccccc1 (configuration not stated),2.4,5.8,1.8,-0.1
COCCNC(=S)N/N=C/c1ccc(O)c(O)c1O,5.2,107.4*,0.2,-1.2
CNC(=O)[C@@H]1C[C@H](NCc2cccc3ccccc23)CN1Cc1ccc(Cl)cc1,-7.9,1.1,1.2,-0.1
O=c1[nH]c(=O)n(C2C[C@@H](O)[C@@H](CO)O2)cc1F (some centres not stated),-9.2,3.3,1.5,0.3

The listing continues.
Sequence of screens – TEAD-YAP block | MITF primary | GPR151 ag | FBW7 activator
CCOc1ccccc1CN1CCC(n2nccc2NC(=O)Nc2ccccc2C)CC1
    -0.6 | 0.0 | 0.1 | 0.0
Cc1ccc2c(c1)cc(C)c1nn(CC(=O)NC3CCCCC3)c(=O)n12
    -13.1 | 17.3 | -1.4 | 1.0
O=C(O)C12CC3CC(C1)CC(n1ncc(NCc4ccc(F)cc4)c(Cl)c1=O)(C3)C2
    3.5 | 21.1 | 0.4 | -0.1
Cc1ccc(/C=C(/C#N)c2ccc(C#N)cc2)o1
    -34.5 | 16.2 | -0.2 | 0.0
Cc1cc(C(=O)CSc2nc(N)cc(N)n2)c(C)n1CCC(C)C
    4.5 | 3.0 | -0.9 | 0.1
CCc1ccc(-c2nnc(-c3ccc([N+](=O)[O-])cc3)o2)cc1
    0.2 | 15.0 | -0.2 | 0.0
CCOc1cc(CN2CCN(C(=O)c3ccc(OC)cc3)CC2)ccc1OC
    6.4 | 29.8 | -1.4 | 0.0
COc1ccccc1NC(=O)CCc1c(C)[nH]c(=O)c(C#N)c1C
    10.2 | 12.6 | -0.4 | 0.1
O=C(NC(=S)N1CCCCC1CO)c1cccs1 (configuration not stated)
    2.4 | 1.2 | 0.6 | 0.0
Cc1ccc(C2(c3ccc(C)cc3)CC2C(=O)Nc2ccccc2F)cc1 (configuration not stated)
    3.5 | 6.2 | 0.4 | 0.1
Cc1ccc(C(=O)/C=C\c2ccccc2)o1
    1.0 | -1.6 | -1.7 | 0.1
c1csc(CCN2CCC(c3nc(-c4ccnnc4)no3)CC2)c1
    -4.7 | 8.3 | -0.9 | 0.1
Cc1ccc(NCN2C(=O)c3ccccc3C2=O)nc1
    6.2 | 12.0 | -1.1 | 0.3
O=C(CCCn1c(=O)oc2ccccc21)NNC(=O)Cc1c[nH]c2ccccc12
    -1.5 | 1.1 | 1.0 | -0.1
Nc1nnc(SCC(=O)Nc2ccc(S(=O)(=O)Nc3ncccn3)cc2)s1
    5.8 | -12.7 | 0.4 | -0.1
O=C(c1ccc(OC2CCN(C(=O)C3CC3)CC2)cc1)N1CCCCCCC1
    -2.2 | 8.9 | -0.7 | 0.3
O=C(Cn1c(=O)n(-c2cc(F)ccc2F)c(=O)c2sccc21)N1CCCC1
    0.5 | 12.4 | 0.6 | 0.4
CC(C)OC(=O)c1c(NC(=O)C2C3CCC(C3)C2C(=O)O)sc2c1CCCC2 (configuration not stated)
    11.3 | -3.6 | 0.4 | 0.3
CCS(=O)(=O)Nc1ccc(-c2nc3ccc(C)cc3s2)cc1
    -21.0 | 0.6 | 0.0 | 0.2
Cn1c(P(C)(=O)O)nc2ccccc21
    -52.3 | 2.8 | 0.7 | 0.1
COc1ccc(C(=O)N2CCN(Cc3nc(N)c4cc(OC)c(OC)cc4n3)CC2)cc1
    1.0 | 8.5 | -0.7 | -0.1
COc1ccc(N2CCN(C(c3ccc(F)cc3)c3nnnn3C(C)(C)C)CC2)cc1 (configuration not stated)
    -2.1 | 5.0 | -1.0 | 0.1
CCOc1ccc2nc(SCC(=O)Nc3cccc(Cl)c3C)sc2c1
    17.2 | 12.2 | -2.1 | 0.0
CCCCc1ccc(C2=N/C(=C\c3ccccc3)C(=O)O2)cc1
    -1.8 | 0.9 | 6.4* | 0.0
Cc1nc(CCNC(=O)c2cc(COc3cccc4cnccc34)on2)nc2c1CCCC2
    25.8 | 3.7 | -0.3 | -0.1
NC/C(=N\O)c1ccc(Cl)cc1Cl
    0.1 | 7.7 | 0.9 | 0.3
O=C(OC1CCOC1=O)c1ccc(Cl)c(S(=O)(=O)N2CCCCC2)c1 (configuration not stated)
    9.4 | 0.4 | 2.0 | 0.0
COc1ccc(NC(=O)c2ccc(N(Cc3ccccc3)S(C)(=O)=O)cc2)c(OC)c1
    14.1 | 4.8 | 0.0 | 0.9
Cc1ncc(-c2ccncc2)c(C2CCN(C(=O)CC3OC(=O)c4ccccc43)CC2)n1 (configuration not stated)
    -16.5 | -2.3 | 0.2 | 0.0
C=CCCC(=O)Nc1ccc(Cl)cn1
    14.3 | 4.2 | 3.2 | 0.1

Single records, as listed above. Order of values: TEAD-YAP block, MITF primary, GPR151 ag, FBW7 activator
Listed for CC(C)NC(=O)CCCn1c(=S)[nH]c2cc3c(cc2c1=O)OCO3 → 2.1, -2.8, -1.1, -0.1
Listed for Cc1ccc(C(=O)/C=C\c2ccccc2)o1 → 1.0, -1.6, -1.7, 0.1
Listed for COc1ccc(CNC(=O)[C@H]2C[C@@H](c3ccco3)NS(=O)(=O)N2C)cc1 → 4.1, -14.8, -1.1, -0.1
Listed for CC(C)OC(=O)c1c(NC(=O)C2C3CCC(C3)C2C(=O)O)sc2c1CCCC2 (configuration not stated) → 11.3, -3.6, 0.4, 0.3

(continued)
Sequence of screens – TEAD-YAP block | MITF primary | GPR151 ag | FBW7 activator
CCc1ccccc1-n1c(SCC(=O)Nc2ccc(Br)cc2)nc2n[nH]c(C)c2c1=N
    -4.6 | 7.0 | 0.4 | -0.1
CCC(=O)N=c1sc2cc(Br)ccc2n1CCOC
    5.5 | 1.8 | 1.8 | -0.1
CCCn1cc(SCC(=O)Nc2ccc(F)cc2F)c2ccccc21
    2.1 | 3.9 | 1.4 | 0.5
CCCCCCCCCCCC(=O)Oc1ccc2c(c1)Oc1cc(OC(=O)CCCCCCCCCCC)ccc1C21OC(=O)c2ccccc21
    -0.3 | -1.1 | 1.0 | -0.1
CCOC(=O)c1ccc(C)c(NC(=O)c2nc3n(n2)C(C(F)F)CC(C)N3)c1 (configuration not stated)
    -48.1 | -9.4 | -0.3 | -0.1
O=C(Nc1ccnn1C1CCN(C(=O)COc2ccc(Cl)cc2)CC1)C1CC1
    0.7 | 9.8 | 0.4 | 0.0
COC(=O)C1=C(C)N(C)C(C)=C(C(=O)OC)C1c1ccccc1OC
    11.7 | 6.3 | 1.4 | 0.0
CCOc1ccc(C2C(=O)N(C3CCCCC3)CC(=O)N2Cc2ccccc2)cc1OC (configuration not stated)
    2.4 | 6.7 | -0.9 | 0.3
O=C(O)c1ccccc1N/N=C/c1ccc2c(c1)OCO2
    -61.2 | 8.9 | -0.5 | -0.1

High-throughput results from PubChem BioAssay.
